D2 antagonist = HTS Assay for Allosteric Antagonists of the Human D2 Dopamine Receptor: Primary Screen for Antagonists | HEK293 TREx D2 cells, calcium flux, dopamine EC80 | inhibition, % at 10 µM | actives 2% (n = 340,000) | AID 485344, 2010; in the data active = inhibition above about 30%; also: 0% is about no effect
Target sequence (P14416 whole entry, looked up): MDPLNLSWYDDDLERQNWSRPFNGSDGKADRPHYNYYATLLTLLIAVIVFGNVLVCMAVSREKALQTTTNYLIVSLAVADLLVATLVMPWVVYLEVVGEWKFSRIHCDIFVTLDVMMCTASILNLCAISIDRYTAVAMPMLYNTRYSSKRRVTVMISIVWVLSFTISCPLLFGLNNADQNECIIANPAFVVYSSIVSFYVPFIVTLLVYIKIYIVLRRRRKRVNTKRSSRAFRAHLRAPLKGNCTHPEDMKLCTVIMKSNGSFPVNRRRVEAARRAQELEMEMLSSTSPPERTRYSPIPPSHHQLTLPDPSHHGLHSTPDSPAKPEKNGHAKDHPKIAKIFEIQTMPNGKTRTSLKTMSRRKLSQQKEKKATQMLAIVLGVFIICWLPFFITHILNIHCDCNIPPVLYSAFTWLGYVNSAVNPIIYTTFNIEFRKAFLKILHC
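Tetracycline-induced HEK293 TREx cells expressing D2 receptor forced-coupled to calcium signalling, loaded with no-wash calcium dye. Compounds added and calcium flux read 180 s, then dopamine added at EC80 and read a further 180 s.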
D2 potentiator = HTS Assay for Positive Allosteric Modulators of the Human D2 Dopamine Receptor: Primary Screen for Potentiators; D(2) dopamine receptor (Homo sapiens), P14416; HEK293 T-REx D2, calcium flux, EC20 dopamine potentiation; potentiation, % at 10 µM; actives 0.34% (n = 340,000); AID 485347, 2010;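 active = potentiation over 3 SD above the plate norm, cut at about 30% in these data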; also: 0% is about no effect
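Primary screen. Calcium kinetics in induced HEK293 T-REx D2 cells: compound pre-addition 180 s, EC20 dopamine, 180 s more.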
RXFP1 antagonist = qHTS Assay for Antagonists of the Relaxin Receptor RXFP1 | Relaxin receptor 1 (Homo sapiens), Q9HBX9 | HEK293-RXFP1, relaxin-stimulated cAMP HTRF, 30 min; hits give low values | activity change, negative = inhibition, % at 57.5 µM | actives 0.59% (n = 350,000);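 active = activity change of -60% or lower, but not beyond a set lower limit; inconclusive = change between -60% and -40%, or beyond the set limit; inactive = change above -40%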; also: % is scaled to controls: 0 for no effect and ±100 for the full control effect
D1 antag = Antagonist of Human D 1 Dopamine Receptor: qHTS. D(1A) dopamine receptor (Homo sapiens), P21728. HEK293 TREx D1 cells, calcium flux, dopamine EC80; hits give low values. activity change, negative = inhibition, % at 10 µM. actives 3.2% (n = 360,000). AID 504652, 2011; in the data active = activity change below about -30%; also: % is scaled to controls: 0 for no effect and ±100 for the full control effect
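Tetracycline-induced HEK293 T-REx cells with force-coupled D1 receptor were loaded with a no-wash calcium dye. Compound was added after a 10 s baseline and read kinetically for 180 s; EC80 dopamine was then added and calcium flux followed another 180 s.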
D1 agonist = Allosteric Agonists of the Human D1 Dopamine Receptor: qHTS. D(1A) dopamine receptor (Homo sapiens), P21728. HEK293 T-REx D1 cells, calcium flux, agonist mode. activation, % at 2 µM. actives 1% (n = 360,000). AID 504660, 2011; in the data active = activation above about 30%; also: 0% is about no effect
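Inducible HEK293 T-REx D1 cells, force-coupled to calcium signalling, were plated at 4000 cells/well with tetracycline and held overnight at 30 C. After no-wash calcium dye loading, compound-evoked calcium rise over 180 s flagged agonists.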
D2 ag = HTS Assay for Allosteric Agonists of the Human D2 Dopamine Receptor: Primary Screen for Agonists | D(2) dopamine receptor (Homo sapiens), P14416 | HEK293 T-REx D2 cells, calcium flux agonist mode | activation, % at 2 µM | actives 0.53% (n = 340,000);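 active = activation over 3 SD above normal in the single-dose calcium agonist read, cut at about 30% in these data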; also: 0% is about no effect
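Agonism scored from kinetic calcium signal (1 read/sec, 180 s) following compound pin transfer, after a 10 s baseline. Cells: HEK293 Trex line expressing inducible D2 receptor coupled to calcium, dye-loaded after overnight culture at 30 C.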
D1 PAM = Potentiators of Human D1 Dopamine Receptor: qHTS; D(1A) dopamine receptor (Homo sapiens), P21728; HEK293 TREx D1 cells, calcium flux, dopamine EC20 potentiation; potentiation, % at 10 µM; actives 0.036% (n = 360,000); AID 504651, 2011; in the data active = potentiation above about 30%; also: 0% is about no effect
RXFP1 ag = qHTS Assay for Agonists of the Relaxin Receptor RXFP1; Relaxin receptor 1 (Homo sapiens), Q9HBX9; HEK293T-RXFP1 cAMP TR-FRET, 30 min; response scale: percent of porcine relaxin response, buffer zero; Potency, µM (doses to about 57.5 µM), for the others: at the highest dose activation, hits mostly activators; actives 0.3% (n = 370,000); AID 2676, 2010; active = well fitted activation curve with a large enough effect; inconclusive = small, poorly fitted or top-dose-only effect; also: potency is read from the fitted curve at half-maximal effect; % is scaled to controls: 0 for no effect and ±100 for the full control effect; nearly all actives have a fitted effect of over 60% in size; many of its hits are not listed in these tables
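HEK293T cells stably expressing RXFP1 were pretreated with the PDE4 inhibitor Ro 20174, exposed to compounds for 30 min at 37C, lysed, and cAMP was read by TR-FRET. Data normalized to buffer (basal) and 29 nM porcine relaxin (100%).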
TRHR PAM = qHTS for Small Molecule Agonists and Allosteric Enhancers of Human TRH Receptor: Primary Screen for Enhancers; TRHR cells, fluo-8 calcium fluorescence, EC20 TRH enhancement; enhancement, % at 2 µM; Thyrotropin-releasing hormone receptor (Homo sapiens), P34981; AID 493056, 2011; actives 0.66% (n = 360,000); in the data active = enhancement above about 30%; also: 0% is about no effect
Target sequence (P34981 whole entry, looked up): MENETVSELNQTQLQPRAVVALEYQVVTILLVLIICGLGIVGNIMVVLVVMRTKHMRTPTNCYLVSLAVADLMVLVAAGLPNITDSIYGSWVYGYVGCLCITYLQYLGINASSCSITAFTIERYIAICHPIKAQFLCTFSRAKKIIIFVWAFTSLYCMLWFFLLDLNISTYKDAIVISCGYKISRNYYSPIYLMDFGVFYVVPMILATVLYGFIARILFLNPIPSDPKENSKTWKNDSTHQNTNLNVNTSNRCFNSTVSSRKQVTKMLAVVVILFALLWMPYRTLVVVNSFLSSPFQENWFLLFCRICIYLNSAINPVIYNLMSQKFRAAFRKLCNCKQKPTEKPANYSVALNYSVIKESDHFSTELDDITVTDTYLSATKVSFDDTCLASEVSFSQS
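TRHR-expressing cells loaded with fluo-8 calcium dye were read kinetically (ex 480/em 530) during compound addition, then stimulated with an EC20 of TRH (10 nM final). Enhancement of the Gq-mediated intracellular calcium response was scored.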
An asterisk follows results filed as active; u = inconclusive; x = no result given. The list is partial (hit frequency here may not be typical).

structure	RXFP1 antagonist	D1 PAM	D2 potentiator	RXFP1 ag	TRHR PAM	D2 antagonist	D1 antag	D1 agonist	D2 ag
CN(C)CCCNC(=O)c1cc(C(=O)c2cccc(Cl)c2Cl)c[nH]1	-3	-1	1	-1.9%	4	-5	14	2	1.5
COc1cc(C(=O)NCC(=O)N/N=C/c2ccc(OC(=O)c3ccco3)cc2)cc(OC)c1OC	-15	1	9	-2.6%	4	9	-15	5	-0.2
N#Cc1c(NC(=O)c2ccncc2)sc2c1CCC2	27	-5	0	0.1%	-5	5	20	3	0.9
CC1Oc2ccccc2N(CC(=O)NC2CC2)C1=O (configuration not stated)	-27	1	x	-0.1%	1	33*	-1	0	1.3
COc1cc2c(cc1OC)C1=C(C#N)CC/C(=N\S(=O)(=O)c3cccc(Cl)c3)N1CC2	16	-10	5	5.0%	-1	-10	-74*	3	0.1
CCOC(=O)c1oc2ccccc2c1COC(=O)CNC(=O)c1cc(OC)c(OC)c(OC)c1	4	-2	-3	-0.5%	0	6	-6	-2	1.0
CCN(C(=O)Cn1cc(C(C)=O)c2ccccc21)c1ccccc1	-1	-1	-6	0.7%	4	0	-5	1	1.0
COc1cccc(/C=N/c2oc(-c3ccccc3)cc2C#N)c1O	-12	-5	-5	-1.1%	1	x	-5	4	x
COc1ccc(/C=N/NC2=NS(=O)(=O)c3ccccc32)cc1OC(C)=O	-2	-3	0	-2.5%	5	16	5	2	0.3
COc1ccc(OC)c(CCNc2ncnc3onc(C)c23)c1	-10	-5	4	5.8%	7	x	-21	25	0.6
CN(C(=O)c1ccno1)c1nnc(-c2ccccn2)s1	-1	-12	9	0.0%	6	4	-35*	0	-0.1
Cc1cc(C)c2sc(N(CCCN(C)C)C(=O)COc3ccc(Cl)cc3)nc2c1	-72*	4	3	-0.1%	-1	-14	4	9	0.8
CCc1cc(C(=O)NNC(=S)Nc2cccc(C)c2)cs1	-5	-6	x	1.0%	-1	x	6	-2	x
CCc1ccc(OCCCC(=O)NCc2ccco2)cc1	-4	-4	x	-2.7%	5	x	-7	-1	x
COc1ccc(CCNC(=O)C(=O)NCC2OCCN2S(=O)(=O)c2ccc(OC)c(C)c2)cc1 (configuration not stated)	10	-11	7	-0.2%	-3	7	-27	8	0.1
COc1ccc(C(=O)N/C=C/n2cnc3cc(C(F)(F)F)ccc32)cc1	-8	-5	20	4.8%	10	-1	3	0	0.8
COC(=O)c1c(NC(=O)CN2C(=O)NC3(CCC(C)CC3)C2=O)sc2c1CCC2 (configuration not stated)	0	-5	-16	10%	-2	-13	5	1	-0.3
COc1ccc(C(=O)/C=C/c2ccccc2)c(OC)c1	15	2	-3	-0.3%	-1	-7	-11	-4	-0.2
O=C(Cc1ccc(Br)cc1)N/N=C/c1ccc(-c2cccc(C(=O)O)c2)o1	-10	-2	1	-1.0%	-1	6	3	2	-0.6
CN(C)c1cccc(C(=O)Nc2nc3ccc(S(=O)(=O)NC(C)(C)C)cc3s2)c1	1	0	-1	15%	6	x	5	0	0.2
O=C(CSCc1ccc(Cl)cc1)Nc1ccccc1C(=O)N1CCOCC1	8	-1	-4	3.4%	-5	3	19	2	0.3
O=C(CCN1C(=O)S/C(=C\c2ccccc2)C1=O)NCCCn1ccnc1	6	-6	-1	-0.3%	21	1	-1	3	-0.9
Cc1ccc(-n2c(=O)c3sccc3n(CC(=O)NC3CCCC3)c2=O)cc1	0	x	1	28%	-1	-18	12	3	-5.5
O=C(Nc1nc(-c2cc(Cl)sc2Cl)cs1)c1cccs1	-19	6	3	-0.3%	-1	8	16	4	0.4

Reformatted: results already given.
The line under a structure holds: RXFP1 antagonist | D1 PAM | D2 potentiator | RXFP1 ag | TRHR PAM | D2 antagonist | D1 antag | D1 agonist | D2 ag
> CN(C)c1cccc(C(=O)Nc2nc3ccc(S(=O)(=O)NC(C)(C)C)cc3s2)c1
  1 | 0 | -1 | 15% | 6 | x | 5 | 0 | 0.2
> O=C(CSCc1ccc(Cl)cc1)Nc1ccccc1C(=O)N1CCOCC1
  8 | -1 | -4 | 3.4% | -5 | 3 | 19 | 2 | 0.3
> O=C(CCN1C(=O)S/C(=C\c2ccccc2)C1=O)NCCCn1ccnc1
  6 | -6 | -1 | -0.3% | 21 | 1 | -1 | 3 | -0.9

The list continues.
structure	RXFP1 antagonist	D1 PAM	D2 potentiator	RXFP1 ag	TRHR PAM	D2 antagonist	D1 antag	D1 agonist	D2 ag
COc1ccc([C@H]2[C@H](C(=O)OC(C)(C)C)N3N=Cc4ccccc4C3C23C(=O)c2ccccc2C3=O)c(OC)c1 (some centres not stated)	-11	2	6	0.0%	-1	-15	-17	-1	-0.4
Cc1ccc(SCC(=O)OCC(=O)NCCc2ccccc2)cc1	11	-8	2	-1.6%	0	-19	-8	0	0.0
CCCCS(=O)(=O)N1CCCC(C(=O)Oc2ccccc2)C1 (configuration not stated)	2	1	2	-0.5%	-5	-13	-23	-3	0.4
O=C(NCC1(c2ccccc2)CCCC1)C(=O)Nc1cccc(C(F)(F)F)c1	-20	3	-3	-1.0%	1	x	10	1	0.9
O=C(NC1C/C(=N/O)c2cc3c(cc21)OCO3)C(F)(F)F (configuration not stated)	12	-4	-6	0.4%	4	0	7	1	0.4
CCOc1ccc(C(CC(=O)O)NC(=O)C(Sc2ccccc2)c2ccccc2)cc1 (configuration not stated)	-14	-1	3	5.6%	3	0	-8	3	-0.4
COc1ccc(NC(=O)Nc2ccc(C(C)C)cc2)cc1	1	-9	-10	4.5%	-15	-16	-37*	0	1.2
CC1CN(c2oc(-c3ccco3)nc2S(=O)(=O)c2ccccc2)CC(C)O1 (configuration not stated)	-5	4	-5	1.6%	-4	-2	-4	3	-0.4
COc1ccc(S(=O)(=O)N2CCN(c3ccccc3)CC2)cc1C(=O)N1CCCC1	0	1	15	-1.4%	28	28	-6	1	0.9
CC1CN(C(=O)C(c2ccccc2)c2ccccc2)CC(C)O1 (configuration not stated)	-7	-6	-3	2.3%	3	3	8	-1	-0.5
CCOC(=O)C1=C(C)N=C(/N=C/N(C)C)SC1c1ccccc1 (configuration not stated)	-2	-3	7	2.1%	0	-23	-13	2	-0.3
COc1ccc(C(=O)COC(=O)C(CCSC)NC(=O)COc2ccccc2)cc1 (configuration not stated)	-14	-7	12	0.2%	-1	-22	-6	1	-1.4
CC1(C)CC(=O)C2=C(C1)N(c1cccc(Cl)c1)C(=O)NC2(C(F)(F)F)C(F)(F)F	x	10	0	2.2%	1	-14	-7	-2	-1.4
COC(=O)Nc1sc2c(c1C(N)=O)CCC(C)C2 (configuration not stated)	-2	-5	-2	-0.1%	-4	3	-3	1	5.7
NC(=O)C1CCN(C(=O)Nc2csc3ccccc23)CC1	2	3	0	4.2%	-8	4	-61*	0	-0.7
COc1cccc(C2/C(=C(\O)c3ccc4c(c3)OCCO4)C(=O)C(=O)N2CC2CCCO2)c1 (configuration not stated)	5	-1	-7	u	-1	-2	-15	4	0.5
CCC1(CC)Cc2ccccc2C2=C(C(=O)N3CCCCC3)C(=O)C(=O)N21	-3	-2	-3	0.3%	-12	2	24	-2	0.0
CC1Cc2ccccc2N1S(=O)(=O)c1cccc(C(=O)OCC(=O)NC2CCS(=O)(=O)C2)c1 (configuration not stated)	-4	8	29	-1.1%	4	7	2	-1	0.5
Cc1cccc(C(=O)Nc2ccccc2SCC2CSc3nc4ccccc4c(=O)n32)c1 (configuration not stated)	3	4	-3	-0.7%	0	16	-19	3	-0.4
Cc1ccccc1-n1c(Cn2c(=O)sc3ccccc32)nnc1SCC(=O)NCC1CCCO1 (configuration not stated)	-6	x	-3	0.3%	7	-5	-1	0	0.8
COc1ccc(CCNc2ncnc3c2nnn3Cc2ccccc2)cc1OC	1	2	-2	-0.9%	1	-6	13	5	1.5
CN1C(=O)C2(OCC(COc3ccc(Cl)cc3)O2)c2ccccc21 (configuration not stated)	1	-2	x	-0.3%	3	x	-13	5	x
CC(=O)Nc1coc2ccc(Br)cc12	-10	-4	10	0.1%	-2	0	1	1	-0.1
COc1ccc(-c2cc(C(F)(F)F)n3nc(C(=O)N(C)Cc4ccccc4)cc3n2)cc1OC	8	-1	-2	3.2%	-3	1	x	-1	-0.7
CCc1noc(C)c1C(=O)OCC(=O)NCCc1ccc(OC)cc1	5	-3	0	-0.2%	0	1	-24	0	-1.3
Cc1ccc(O)c(CNc2nccs2)c1	0	4	-11	0.0%	4	-4	9	4	-0.4
O=C1CC(NS(=O)(=O)c2cc(F)ccc2F)CN1c1cccc(F)c1 (configuration not stated)	-2	-2	-2	1.2%	0	13	17	2	0.0
Nc1[nH]n2c(=O)cc(-c3ccccc3)nc2c1N=Nc1ccc2c(c1)OCO2	x	-3	11	0.2%	-1	-4	14	5	-0.9
CCOC(=O)c1c(C)[nH]c(C)c1C(=O)CSc1ncccn1	-6	1	5	3.1%	0	-6	18	0	1.6
Cc1nc2c3ccccc3nc(NNC(=O)CCC(=O)N3CCN(c4cccc(Cl)c4)CC3)n2n1	-19	3	12	0.2%	7	x	-2	0	x
Cc1cc2c(cc1S(=O)(=O)NCc1ccc(Cl)cc1)OCC(=O)N2	11	-11	1	6.1%	-5	10	-5	2	1.6
COc1cccc(NC(=S)N2CCN(S(=O)(=O)c3ccc(F)cc3)CC2)c1	7	-4	4	8.2%	6	-17	-8	3	-0.5
CN(C(=O)c1ccc(NC(=O)Cc2cccc(NC(=O)C3CCN(C(=O)C4CCC4)CC3)c2)cc1)C1CCCC1	x	2	2	1.6%	-2	x	x	-1	x
COc1ccc(Cn2c(=O)[nH]c3cc(OC)c(OC)cc3c2=O)cc1	4	-8	4	9.1%	0	-5	9	4	0.2

Bioassay records: PubChem BioAssay, National Center for Advancing Translational Sciences (NCATS)
